NPY Y1 blocker: blocks the human neuropeptide Y Y1 receptor. HEK293-CNG Y1 cells, membrane potential fluorescence; NPY at EC95, then isoproterenol. inhibition, % at 3.6 µM. 200,000 tested, 1% active;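 active = inhibition above the campaign mean inhibition of all tested compounds plus 3 SD, cut at about 20% in these data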;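 also: 0% = DMSO wells given NPY plus isoproterenol and 100% = isoproterenol alone without NPY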
Target sequence (P25929 whole entry, looked up): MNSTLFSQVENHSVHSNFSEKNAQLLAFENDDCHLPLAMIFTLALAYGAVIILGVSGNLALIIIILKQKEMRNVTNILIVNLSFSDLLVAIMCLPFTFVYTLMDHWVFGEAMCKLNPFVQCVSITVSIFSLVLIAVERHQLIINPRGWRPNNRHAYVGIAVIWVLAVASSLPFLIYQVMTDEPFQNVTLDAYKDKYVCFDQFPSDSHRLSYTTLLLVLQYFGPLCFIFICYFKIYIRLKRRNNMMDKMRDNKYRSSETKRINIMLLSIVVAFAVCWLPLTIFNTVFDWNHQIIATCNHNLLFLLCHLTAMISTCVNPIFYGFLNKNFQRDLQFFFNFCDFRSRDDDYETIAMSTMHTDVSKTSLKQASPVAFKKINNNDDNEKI
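Material: Y1- and CNG-channel-expressing HEK293 cells / Probe or stimulus: NPY 25 nM then isoproterenol 1 µM plus Ro 20-1724 25 µM / Doses: 3.6 µM single dose, DMSO 0.4% / Schedule: compound incubation 1 h at room temperature, readout 45 min post-stimulation / Signal: membrane potential fluorescence / Benchmarks: isoproterenol-only wells as full block versus NPY-plus-isoproterenol wells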
RBBP9 inh: blocks human serine hydrolase RBBP9 | recombinant RBBP9, FP-Rh probe fluorescence polarization | inhibition, % at 7.94 µM | 220,000 tested, 0.2% active | AID 1515;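 active = inhibition above the campaign mean of all tested compounds plus 3 SD, cut at about 14% in these data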;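 also: plate controls were DMSO wells with RBBP9 for no effect and wells lacking RBBP9 protein for full effect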
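Material: RBBP9 protein. Amount: RBBP9 at 2.5 µM in dispensed solution, before mixing. Schedule: 30 min then 45 min, 25 °C. Medium: Tris buffer pH 8.0, NaCl, Pluronic. Measured by: fluorescence polarization. Measure: percent inhibition from mP, scaled between DMSO and no-protein wells. Replication: one well per compound.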
BaF3 parental: reduces parental Ba/F3 cell viability, JAK2V617F counter-screen | 220,000 tested, 1.1% active | CellTiter-Glo ATP luminescence | AID 1486 | inhibition, % at 5.6 µM;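 active = inhibition above a per-campaign cutoff, the mean inhibition of all tested compounds plus 3 SD, cut at about 27% in these data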;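 also: 0% = DMSO wells and 100% = JAK Inhibitor I control wells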
S1P4 antag: antagonists of human S1P4 receptor; O95977; S1P4-expressing cells, antagonist mode, reporter read-out; inhibition, % at 4.98 µM; 220,000 tested, 0.26% active; AID 1510; in the data active = inhibition above about 29%;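 also: 0% = wells stimulated with agonist and 100% = vehicle wells without agonist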
S1P4 agonist: agonists of human S1P4 receptor; O95977; S1P4-expressing cell line, agonist reporter assay; activation, % at 4.98 µM; 220,000 tested, 0.35% active; AID 1509; in the data active = activation above about 11%;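 also: 0% = DMSO vehicle and 100% = reference agonist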
NPY-Y2 PAM-ag: human NPY-Y2 potentiation or agonism, primary screen. P49146. cells expressing NPY-Y2, potentiator/agonist read-out. activation, % at 3.6 µM. 220,000 tested, 0.45% active. AID 1359; in the data active = activation above about 27%;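 also: cells stimulated with NPY near EC25 plus isoproterenol at EC100; 0% = vehicle plus submaximal agonist and 100% = vehicle plus saturating agonist; some results beyond the cut were filed as inactive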
NPY1 pot ag: human NPY-Y1 potentiation or agonism, primary screen; NPY-Y1 expressing cells, potentiator/agonist activation; activation, % at 3.6 µM; 220,000 tested, 0.37% active; in the data active = activation above about 33%, passing the limit was not always enough;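 also: cells stimulated with NPY at EC10 then isoproterenol at EC100; 0% = low agonist plus stimulus and 100% = saturating agonist plus stimulus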
Runt-CBFb FRET: blocks binding of human RUNX1 Runt domain to CBFb. inhibition, % at 20 µM. 220,000 tested, 0.46% active. Cerulean-Runt/Venus-CBFb FRET ratio 530/480, 1 h;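 active = inhibition over about 50% at 20 µM in the single-dose screen, limit read from the data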;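 also: 0% = DMSO wells and 100% = excess unlabeled CBFb competitor control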
Target sequence (Q01196 whole entry, looked up, the tested form may be a part): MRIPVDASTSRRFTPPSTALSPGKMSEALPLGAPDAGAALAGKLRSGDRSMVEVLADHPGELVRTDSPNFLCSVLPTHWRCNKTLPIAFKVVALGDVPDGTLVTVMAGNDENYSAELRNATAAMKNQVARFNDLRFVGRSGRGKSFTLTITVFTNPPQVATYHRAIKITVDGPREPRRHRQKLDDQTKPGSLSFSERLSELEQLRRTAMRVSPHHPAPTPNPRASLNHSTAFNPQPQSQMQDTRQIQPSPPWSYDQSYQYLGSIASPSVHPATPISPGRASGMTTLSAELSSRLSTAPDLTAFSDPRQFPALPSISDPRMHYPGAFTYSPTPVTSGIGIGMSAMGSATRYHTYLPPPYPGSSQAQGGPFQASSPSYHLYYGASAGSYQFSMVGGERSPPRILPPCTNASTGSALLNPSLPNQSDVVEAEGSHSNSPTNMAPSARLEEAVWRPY
Target sequence (Q13951 whole entry, looked up, the tested form may be a part): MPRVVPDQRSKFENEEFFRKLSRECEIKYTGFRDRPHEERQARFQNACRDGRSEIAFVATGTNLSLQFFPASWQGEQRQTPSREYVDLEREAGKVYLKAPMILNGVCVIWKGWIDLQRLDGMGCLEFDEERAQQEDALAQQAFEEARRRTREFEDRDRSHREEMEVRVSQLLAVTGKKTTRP
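Measured by: fluorescence energy transfer, 422 nm excitation, 530/480 nm emission; Assay system: Cerulean-Runt domain; Medium: Tris pH 7.5 buffer with BSA; Measure: loss of energy transfer signal; Controls: 5 µM unlabeled CBFb as full-inhibition high control; Incubation: protein complex preformed 1 h, compound exposure 1 h, room temperature, dark.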
Ba/F3 V617F tox: loss of viability in JAK2V617F-driven Ba/F3 cells; Ba/F3 EpoR-JAK2V617F viability, ATP luminescence; inhibition, % at 5.6 µM; 220,000 tested, 1.1% active; AID 1446;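 active = inhibition above the campaign mean plus 3 SD over all tested compounds, cut at about 24% in these data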;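 also: cytokine-independent growth of Ba/F3 cells driven by EpoR plus mutant JAK2; 0% = DMSO-treated cells and 100% = JAK inhibitor I control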
An asterisk follows results filed as active; nt = no result given.

SMILES	NPY Y1 blocker	RBBP9 inh	BaF3 parental	S1P4 antag	S1P4 agonist	NPY-Y2 PAM-ag	NPY1 pot ag	Runt-CBFb FRET	Ba/F3 V617F tox
O=C(CCCN1C(=O)/C(=C/c2ccccc2Cl)SC1=S)NNC(=O)c1ccccc1	0	-1	3	-4	18*	-13	10	0	-3
COc1ccc(C(=O)O)cc1S(=O)(=O)NCCN(C)C	nt	-8	-5	0	0.9	-7	6	1	3
CC(C)C(=O)NC(Nc1cccc2cccnc12)C(Cl)(Cl)Cl (configuration not stated)	-3	-4	13	5	-3.0	3	-10	79*	7
O=C(NC1CCCC1)C(c1cccs1)N(C(=O)c1ccno1)c1ccccc1 (configuration not stated)	0	1	-2	-21	2.4	4	-1	-1	-5
O=C(c1cccs1)N(Cc1ccco1)C1CCS(=O)(=O)C1 (configuration not stated)	3	-2	3	-5	-0.1	-11	-7	-1	-1
OC1(c2ccc(F)cc2)CCN(Cc2ccccc2)C1 (configuration not stated)	5	-1	6	-2	0.0	6	1	0	3
O=[N+]([O-])c1ccc2nc(CN3CCCCC3)[nH]c2c1	7	6	3	0	3.3	-14	17	2	2
CCCn1c(SCC(=O)NC2CCCC(C)C2C)n[nH]c1=O (configuration not stated)	3	-5	8	-21	-0.8	-1	-7	3	2
Cc1ccc(CC(CC(=O)O)C(=O)NC2CCCCC2)cc1 (configuration not stated)	2	-4	6	-3	1.2	-10	-25	-2	2
CCc1ccc(OCC(=O)NC(NC(=S)Nc2ccccc2C)C(Cl)(Cl)Cl)cc1 (configuration not stated)	21*	-6	6	-4	-1.5	3	-1	2	0
O=C(CSC1=NCCS1)Nc1cccc2ccccc12	-3	-16	4	1	3.1	-3	6	2	1
COc1ccccc1NC(=O)c1ccc(NC(=O)COC(=O)CC(NC(=O)c2ccccc2Cl)c2ccccc2)cc1 (configuration not stated)	-7	-12	5	-20	0.0	-20	-5	0	0
Cc1ccc(S(=O)(=O)C2CS(=O)(=O)CC2O)cc1 (configuration not stated)	4	-10	-2	0	-5.0	7	4	-1	-7
CCN1C(=O)/C(=C2\Sc3ccccc3N2CC)OC1=S	2	-5	-2	-26	1.4	-4	-3	-6	0
O=C(/C=N/O)Nc1ccc2sc3ccccc3c2c1	nt	53*	5	25	-1.4	8	14	4	-3
c1ccc(-c2nn3c(C4CCCCC4)nnc3s2)cc1	11	-8	4	-6	0.1	-3	4	-2	3
O=C(Nc1ccccc1F)NC1CCN(Cc2nnnn2Cc2ccc(F)cc2)CC1	2	9	5	-4	1.0	-7	-7	-3	2
COc1ccc(NCC(O)Cn2cnc3c2c(=O)n(C)c(=O)n3C)cc1 (configuration not stated)	0	1	1	3	0.5	10	19	0	-3
Nc1nc(-c2cccnc2)nn1C(=O)COc1ccccc1	6	-4	4	-16	0.5	-7	-20	-2	3
O/N=C\c1ccccc1Oc1ccc(F)cc1	3	-3	6	-2	0.1	-8	-8	-2	0
O=C(NC1CCCCCCC1)C1CCCN(S(=O)(=O)c2cnc[nH]2)C1 (configuration not stated)	2	-6	5	-17	-1.1	42*	5	-1	-3
CCN1C(=O)/C(=C/C=C2\C=CN(CC)c3ccccc32)SC1=S	-2	-4	7	-13	1.3	2	22	28	-1
CC(C)(C)NC(=O)C(c1ccco1)N(Cc1ccc(F)cc1)C(=O)c1snc(C(N)=O)c1N (configuration not stated)	-1	-10	0	-12	4.0	6	29	-4	0
Cc1ccccc1Cn1c(O)c(N=NC(=S)Nc2ccccc2F)c2ccccc21	6	-3	2	17	2.1	-3	-20	0	3
c1ccc2c(c1)nc(N1CCOCC1)c1c3ccccc3[nH]c21	13	-7	4	10	0.5	-35	-45	16	1

Pulled by structure from above:
SMILES	NPY Y1 blocker	RBBP9 inh	BaF3 parental	S1P4 antag	S1P4 agonist	NPY-Y2 PAM-ag	NPY1 pot ag	Runt-CBFb FRET	Ba/F3 V617F tox
O=C(CSC1=NCCS1)Nc1cccc2ccccc12	-3	-16	4	1	3.1	-3	6	2	1
O=C(NC1CCCC1)C(c1cccs1)N(C(=O)c1ccno1)c1ccccc1 (configuration not stated)	0	1	-2	-21	2.4	4	-1	-1	-5
Cc1ccc(CC(CC(=O)O)C(=O)NC2CCCCC2)cc1 (configuration not stated)	2	-4	6	-3	1.2	-10	-25	-2	2
O=[N+]([O-])c1ccc2nc(CN3CCCCC3)[nH]c2c1	7	6	3	0	3.3	-14	17	2	2

(listing goes on)
SMILES	NPY Y1 blocker	RBBP9 inh	BaF3 parental	S1P4 antag	S1P4 agonist	NPY-Y2 PAM-ag	NPY1 pot ag	Runt-CBFb FRET	Ba/F3 V617F tox
CCCCCOC(=O)C1=C(C)N(C)C(=O)NC1c1cc(Br)c(O)c(OC)c1 (configuration not stated)	-4	0	21	-6	-1.0	-6	-18	4	8
C=CCSc1nc(C)c(Cc2cccc3ccccc23)c(=O)[nH]1	3	3	6	-12	0.6	-18	-16	-1	0
CCOC(=O)C1=C(O)C(=O)N(CCCn2ccnc2)C1c1ccc(OC)cc1 (configuration not stated)	3	0	6	-17	-1.1	-9	-6	-2	3
N#Cc1c(Cn2cncn2)nc(=O)n(-c2ccc(Cl)cc2)c1N	-3	4	-2	-6	0.6	11	2	0	-4
CCn1cc(C(=O)N2CCN(c3ccccc3OC)CC2)c2cc(OC)c(OC)cc2c1=O	-1	1	2	-12	0.6	6	-2	1	3
CN(C)c1nc(C(=O)Nc2ccccc2)nc(N(C)C)n1	11	-2	4	-9	1.0	-2	-4	-3	5
Nc1nc(SCC(=O)NCc2ccccc2)[nH]c(=O)c1NC(=O)c1ccccc1F	6	-7	3	-16	0.3	-4	-15	0	-3
O=C(NCCN1CCc2ccccc2C1)Nc1ccc(F)cc1	0	0	3	2	-2.2	2	-12	-1	-3
CC(C)OCCCNc1ncc2c(n1)CC(c1ccc(N(C)C)cc1)CC2=O (configuration not stated)	0	-11	1	6	0.6	-7	-2	2	0
COc1cc(C)c(Cl)cc1S(=O)(=O)NC1CC(C)(C)NC(C)(C)C1	1	-7	2	-20	1.8	3	17	-1	-1
O=C(Nc1nnc(-c2ccccc2)s1)c1ccc(Cl)c(S(=O)(=O)N2CCOCC2)c1	2	1	0	1	1.5	4	2	-3	-3
COc1cc(/C=C2\SC(=S)N(NC(=O)c3cccnc3)C2=O)ccc1O	nt	-70	2	-2	1.4	15	1	-26	-2
Cc1[nH]c(=O)[nH]c(=O)c1S(=O)(=O)N1CCC(C(=O)N2CCN(c3cccc(C(F)(F)F)c3)CC2)CC1	4	1	3	-19	3.1	-2	0	-1	2
COc1cc(C(=O)Nc2nc3ccccc3s2)ccc1OCc1c(C)noc1C	-4	6	8	-4	-3.4	-6	-8	-5	0
CNC(=O)CN(c1cccc(Br)c1)S(C)(=O)=O	8	-1	1	-14	-0.2	-11	-15	-1	0
COc1ccccc1NS(=O)(=O)c1cc(NC(=O)CC(C)(C)C)ccc1N1CCOCC1	4	-7	9	5	-0.9	5	13	-5	5
Cc1ccc(S(=O)(=O)NCc2c(-c3ccccc3)noc2C)cc1	nt	-5	2	-7	0.6	-13	-3	0	3
CSCCCNC(=S)Nc1cccc(S(=O)(=O)NC2=NCCC2)c1	2	3	1	-15	0.2	10	0	0	-1
O=C(NCc1ccccc1)c1ccc(Cl)nc1	1	-5	8	19	0.2	-17	8	3	2
Cc1nn(-c2ccccc2)c(C)c1/C=N/n1c(-c2ccc(C(C)(C)C)cc2)n[nH]c1=S	3	-7	5	-12	2.9	-8	8	15	-2
COCC(C)n1c(=O)sc2ccccc2c1=O (configuration not stated)	0	0	4	8	0.7	-12	-18	-1	0
CCn1c(O)c(N=NC(=O)CNc2ccc(C)cc2)c2ccccc21	8	-6	1	-6	-0.3	-27	-34	-3	-3
COc1ccc(NS(=O)(=O)c2cccc(NC(=O)COc3ccc(OC)cc3)c2)cc1	nt	-19	0	-12	0.2	0	7	2	4
COc1ccc(N2CCN(CC(=O)NC(=O)NC(C)(C)C)CC2)cc1	4	-2	2	5	1.4	7	8	2	-1
CCSc1ccccc1C(=O)Nc1cccc(OC)c1	5	3	1	9	-1.3	12	-10	1	-1
New compounds follow:
SMILES	NPY Y1 blocker	RBBP9 inh	BaF3 parental	S1P4 antag	S1P4 agonist	NPY-Y2 PAM-ag	NPY1 pot ag	Runt-CBFb FRET	Ba/F3 V617F tox
COC(CN(C(=O)CCl)C(C(=O)NC1CCCCC1)c1ccc(Cl)cc1)OC (configuration not stated)	-1	-5	2	-6	0.8	-4	-28	0	-2
N#Cc1c(N)nc(SCc2ccccn2)c(C#N)c1-c1cccs1	-3	-8	3	-21	0.6	-25	-67	-3	-4
CCOc1ccc2nc(N3CCC(C(=O)N4CCN(C(=O)c5ccco5)CC4)CC3)sc2c1	-1	-6	7	3	0.8	-2	12	-3	1
CSc1ccccc1C(=O)NC1CC2CCC1C2 (configuration not stated)	3	-7	2	-18	2.1	-2	7	2	1
Nc1c(C(=O)O)cnn1-c1ccc([N+](=O)[O-])cc1	nt	-5	0	22	-0.3	8	3	-1	0
CCCC1=[N+](CC(=O)c2ccc(C)cc2)CCn2cccc21	3	-5	7	-3	0.0	13	0	-10	-3
Cc1ccc(NC(=O)Cn2cccc2C2=NC(c3ccccc3)CO2)c(C)c1 (configuration not stated)	0	-4	6	-11	-1.2	-3	-9	1	-1
O=C(c1cc(N2C(=O)C3C4CCC(C4)C3C2=O)ccc1Cl)N1CCN(c2ccccc2F)CC1 (configuration not stated)	4	-7	6	-5	0.1	9	-21	0	-1
CCOC(=O)c1c(C)c(C(=O)N2CCN(C(=O)c3ccco3)CC2)c(C)n1C	1	2	10	-2	-1.5	0	14	-2	-4
Cc1cccc(NCc2ccccc2)c1	nt	-9	1	-8	1.2	-13	11	2	-1
CN(C)S(=O)(=O)c1ccc(-n2cccc2)cc1	-2	10	8	-2	0.0	-1	9	-1	-2
CCOc1ccc(N=C2C(=O)N(CN3CCOCC3)c3ccccc32)cc1	-5	-8	-2	-23	1.5	-3	6	-4	-6
CCCn1c(SCC(=O)N2CC(=O)Nc3ccccc32)nc2ccccc21	2	5	0	-16	-2.6	11	18	4	-2
COc1cccc(C(=O)Nc2ccccc2N2CCCC2)c1	7	1	6	-2	1.6	-8	-7	1	0
NC(=S)NN=C1C2CC3CC(C2)CC1C3	3	-10	4	-9	-1.2	-4	-4	0	1
COc1ccc(S(=O)(=O)N(C)CC(=O)NCc2cccnc2)cc1Cl	7	-1	4	8	0.1	8	18	1	1
O=C(O)/C=C\c1cn(-c2ccccc2)nc1-c1cc2ccccc2o1	-1	0	10	1	0.3	-1	13	-2	3
COc1cccc(NC(=O)c2ccc3c(SCC(=O)O)c4c(nc3c2)CCCC4)c1	6	14*	-1	0	0.9	-4	-16	-2	-4
CCOC(=O)CC(=O)CSc1ccc2nnc(-c3cccc(F)c3)n2n1	0	2	7	6	2.2	12	4	-2	-2

Compound activity (PubChem)

Outcome played no part in choosing rows. Share with any hit: about 3.6%.
